L3MBTL1 block: L3MBTL1 (human) inhibition; Q9Y468; AlphaScreen L3MBTL1–H3K9me1 peptide binding; Potency, µM (titrated, usually from 57.1 µM), inactives show at the top dose activity, negative = inhibition, usual class: inhibitors; 230,000 tested, 0.66% active; AID 485360; active means well fitted inhibition curve with a large enough effect; inconclusive means small, poorly fitted or top-dose-only effect; inactive means no such curve, though single readings can be large or run the other way; further: nearly all actives have a fitted effect of over 60% in size
Target sequence (Q9Y468 whole entry, looked up): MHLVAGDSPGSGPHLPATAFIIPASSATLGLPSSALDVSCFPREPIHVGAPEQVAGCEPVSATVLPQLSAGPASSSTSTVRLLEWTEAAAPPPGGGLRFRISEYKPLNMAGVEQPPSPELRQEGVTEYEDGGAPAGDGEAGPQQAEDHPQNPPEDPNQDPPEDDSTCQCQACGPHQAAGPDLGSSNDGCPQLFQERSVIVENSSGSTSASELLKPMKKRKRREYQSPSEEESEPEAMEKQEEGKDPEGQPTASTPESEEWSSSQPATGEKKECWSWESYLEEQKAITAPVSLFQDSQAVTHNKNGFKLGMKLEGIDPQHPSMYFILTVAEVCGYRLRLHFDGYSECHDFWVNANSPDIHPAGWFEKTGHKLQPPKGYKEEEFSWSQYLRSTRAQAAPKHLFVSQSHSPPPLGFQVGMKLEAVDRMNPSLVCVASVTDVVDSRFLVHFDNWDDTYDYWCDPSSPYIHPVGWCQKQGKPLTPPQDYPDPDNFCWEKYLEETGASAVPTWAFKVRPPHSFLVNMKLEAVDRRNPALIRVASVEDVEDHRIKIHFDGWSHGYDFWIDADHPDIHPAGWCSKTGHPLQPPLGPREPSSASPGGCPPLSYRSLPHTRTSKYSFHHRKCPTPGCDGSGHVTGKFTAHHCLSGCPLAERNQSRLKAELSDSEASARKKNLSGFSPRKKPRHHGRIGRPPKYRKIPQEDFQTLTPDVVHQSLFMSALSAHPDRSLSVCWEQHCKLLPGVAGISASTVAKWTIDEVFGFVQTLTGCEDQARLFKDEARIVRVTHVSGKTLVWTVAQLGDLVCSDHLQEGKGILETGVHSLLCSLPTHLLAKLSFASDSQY
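Read-out is AlphaScreen signal from streptavidin donor and nickel chelate acceptor beads (10 ug/mL final each) bridging L3MBTL1 (50 nM) and biotinylated K9-monomethylated H3(1-15) peptide (75 nM), after 30 min compound exposure at room temperature.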
An asterisk follows results filed as active; ? = inconclusive; [ ] = another dose, or the depositor's remark. On the % scale 0 is the no-effect control and ±100 the full control effect; potency means the concentration at half of the fitted maximal effect. An excerpt (hit frequency here may not be typical).

SMILES | L3MBTL1 block
COc1cccc(-c2noc(C3CCCN(C(=O)c4ccc(F)cc4F)C3)n2)c1 (configuration not stated) | 2%
CCN(CC(=O)Nc1c(F)cccc1F)C(=O)C1CC(=O)N(c2ccc3c(c2)OCCO3)C1 (configuration not stated) | ?
O=C(COC(=O)c1ccc(Br)cc1)NCC1CCCO1 (configuration not stated) | -3%
CCCCn1c(SCC(=O)NCc2ccc3c(c2)OCO3)nnc1C(CC)N(C)C (configuration not stated) | -1%
COc1ccc([C@H]2CC(=O)C=C(c3ccc(O)cc3)C2)cc1OC | -11%
CC(=O)N1c2ccccc2C2CCCC[C@@H]21 (some centres not stated) | -2%
Cc1ccc(OCCN2CCOCC2)cc1C | 1%
COc1ccc(C)cc1NC(=O)CN1CCCC1c1ccc2c(c1)OCCCO2 (configuration not stated) | 9%
O=C(CSc1nncs1)Nc1cc(S(=O)(=O)N2CCOCC2)ccc1N1CCCC1 | -6%
Cc1ccc2c(c1)[C@@H]1[C@H](CO2)[C@H](c2ccccc2)[C@@]2(C)C(=O)N[C@H](C)C(=O)N12 | 3%
CCN(c1ccccc1)S(=O)(=O)c1ccc(C(=O)Nc2cc(C)ccn2)cc1 | -3%
COc1ccc(CN(C)C(=O)Cn2ccc(N)nc2=O)cc1OC | 4%
COc1cc2c(C(F)(F)F)c(-c3ccc(C#N)cc3)oc(=O)c2cc1OC | 2%
CN1CCN(S(=O)(=O)c2ccccc2)C(c2ccccc2)C1 (configuration not stated) | -1%
Cc1cccc(C(=O)NCC(c2cccs2)N2CCOCC2)c1 (configuration not stated) | -2%
Cc1ccc(C(=O)Nc2ccc3ccccc3c2)cc1 | 8%
COc1ccc2sc(-c3ccc(S(C)(=O)=O)cc3)c(C#CCO)c2c1 | 41%[activator]
Cc1cc(NC(=O)Cn2cnc3sc(C)c(C)c3c2=O)no1 | -7%
COc1ccccc1COC(=O)c1cccc(S(=O)(=O)N2CCCC2)c1 | 41%[activator]
Cc1noc(C)c1COc1ccc(C(=O)OCC(=O)Nc2ccc(S(N)(=O)=O)cc2)cc1 | -2%
O=C(CN1CCCCCC1)Nc1ccc(Br)cn1 | 24%
CCOc1ccc(CCNC(=O)COC(=O)/C=C/c2ccccc2)cc1OCC | 4%
Cc1ccc(S(=O)(=O)N(C)C)cc1NC(=O)COc1ccccc1C(=O)Nc1ccccc1 | 4%
O=S(=O)(c1ccccc1)N1CCC(c2ccccc2)CC1 | 18%
Cc1cc(C)nc(SCC(=O)c2ccc(F)c(C)c2)n1 | -1%

An excerpt of these results, in markdown:
| Structure | L3MBTL1 block |
| --- | --- |
| CCN(c1ccccc1)S(=O)(=O)c1ccc(C(=O)Nc2cc(C)ccn2)cc1 | -3% |
| CCCCn1c(SCC(=O)NCc2ccc3c(c2)OCO3)nnc1C(CC)N(C)C (configuration not stated) | -1% |

Continuation:
SMILES | L3MBTL1 block
CN1CCN(C(CNC(=O)c2ccc(Br)o2)c2ccc(F)cc2)CC1 (configuration not stated) | -7%
COc1cc(-c2ccccc2)[nH]c(=S)n1 | 9%
COc1ccc2sc(-c3ccccc3OC)c(C#CC(C)(C)O)c2c1 | -5%
COc1ccc(-c2c(C#Cc3ccsc3)c3cc(-c4cccc5[nH]ccc45)ccc3n2C)cc1 | -2%
O=C(COC(=O)CCS(=O)(=O)c1ccccc1)Nc1ccccc1 | 5%
C=CCNC(=O)c1cccc(OC2CCN(CC(C)(C)C)CC2)c1 | 6%[2.29 µM]
Cn1nnnc1Sc1ncnc2scc(-c3cccc4c3sc3ccccc34)c12 | -11%
O=C(COC(=O)C1=COCCO1)NC1CCCCC1 | 3%
O=C1CC2(CCN(C(=O)C3CC(=O)N(c4ccccc4)C3)CC2)Oc2ccccc21 (configuration not stated) | -11%
CCn1c(CNC(=O)c2ccccc2F)cc2ccccc21 | 0%
CSc1ccc(CN2CCCN(C)CC2)cc1 | -2%
CN(c1ccccc1C(=O)NCc1ccccc1Cl)S(=O)(=O)c1ccccc1 | 5%[2.29 µM]
COc1ccc(S(=O)(=O)N2CCOC23CCN(S(=O)(=O)c2cc(C)ccc2C)CC3)cc1 | 8%
O=S(=O)(O)c1cc(OS(=O)(=O)c2ccccc2)cc2ccccc12 | 34%[activator]
C[C@H](NC(=O)c1nc[nH]c1C(=O)N[C@@H](CCCCNC(=O)OC(C)(C)C)C(=O)OC(C)(C)C)C(=O)OCc1ccccc1 | -1%
CCCN(C(=O)C1CC(=O)N(c2ccccc2C(C)CC)C1)C1CCS(=O)(=O)C1 (configuration not stated) | 2%
COCCN(Cc1ccccc1)C(=O)C1CCN(S(=O)(=O)c2ccc3c(c2)OCCO3)CC1 | -8%
Cc1ccc(-c2nn(Cc3ccccc3)cc2C(=O)N2CCN(c3ccccn3)CC2)cc1 | -7%
O=S(=O)(Nc1ccc2c(c1)OCO2)c1ccc(Cl)cc1F | -4%
CC1CCCCN1CCCNc1ccc(C(CC(N)=O)NC(=O)Cc2cccc3ccccc23)cc1[N+](=O)[O-] (configuration not stated) | 7%
CC(=O)c1cccc(NC(=O)c2ccc(CN3CCc4ccccc4C3)cc2)c1 | -3%
CC(=O)N1N=C(c2ccc(NS(=O)(=O)c3ccccc3)cc2)CC1c1ccco1 (configuration not stated) | -7%
COc1cccc(CN(C)C(=O)CSCC(=O)Nc2cc(C)on2)c1OC | 2%
C=CC[C@@H](CC(=O)OC(C)(C)C)C(=O)OC[C@@H]1CCCN1C(=O)[C@@H](CC=C)CC(=O)N(CCO)Cc1ccccc1 | -6%
O=C(CSC1=NS(=O)(=O)c2cc(F)ccc2N1)Nc1cccc(F)c1 | -2%
SMILES | L3MBTL1 block
O=C(Nc1cc(C(F)(F)F)ccc1N1CCOCC1)c1ccncc1 | 8%
CC1=C(C(=O)OC(C)C)C(c2ccccc2)NC(=O)N1C (configuration not stated) | 13%
COc1ccccc1N1CCN(C(=O)CSc2nnc(C)n2C2CC2)CC1 | -1%
O=C(CNS(=O)(=O)c1ccccc1)N1CCc2ccccc2C1 | 0%
O=C(Cc1ccccc1F)N1CCN(S(=O)(=O)c2ccc(Cl)cc2)CC1 | 9%
O=C(O)c1ccccc1C(=O)Nc1c(-c2ccccc2)nc2ccccn12 | 2%
O=C(CSc1nnnn1C1CC1)N1CCN(Cc2ccccc2F)CC1 | -5%
CC(=O)c1ccc(S(=O)(=O)N(C)CCCC(=O)N2CCN(c3ncccn3)CC2)cc1 | 3%
O=C(COC(=O)COc1cccc(F)c1)Nc1nc2ccccc2s1 | -2%
C[C@H](NC(=O)c1ccccc1Cl)C(=O)OCC(=O)NNC(=O)c1cccs1 | 3%
CC1(NC(=O)CSc2nnc(-c3c[nH]c4ccccc34)n2C2CC2)CCS(=O)(=O)C1 (configuration not stated) | 0%
COc1ccc(Cn2c(=O)[nH]c3cc(C(=O)Nc4ccccc4C)ccc32)cc1 | 1%
COC(=O)C1=C(N)OC2=C(C(=O)CCC2)C1c1ccc2c(c1)OCO2 (configuration not stated) | 1%
CCOc1ccccc1NC(=S)N1CCN(c2ccccc2F)CC1 | -8%
CNS(=O)(=O)c1ccc(C(=O)NCC(=O)NCCC(c2ccccc2)c2ccccc2)cc1 | -2%
Cc1ccccc1/C=C/C(=O)c1ccc([N+](=O)[O-])o1 | -5%
CCOc1ccc(N2CC(C(=O)Nc3cc(S(=O)(=O)N4CCCCC4)ccc3C)CC2=O)cc1 (configuration not stated) | -8%
Cc1[nH][nH]c(=O)c1C(c1ccc(F)cc1)c1c(C)[nH][nH]c1=O | 4%[2.29 µM]
O=C(Nc1cc(Cl)ccc1-n1cncn1)c1cccs1 | 10%
CCOC(=O)C1CCN(Cc2ccc(OC)c(OCc3ccccc3)c2)CC1 | 5%
CC(Nc1nc(-c2cccc(Br)c2)cs1)c1nc2cc(Cl)c(N3CCCCC3)cc2n1CCOCCO (configuration not stated) | -6%
CC(C)(C)OC(=O)CNC(=O)c1[nH]cnc1C(=O)NCC(=O)OCc1ccccc1 | 2%
COc1ccccc1NS(=O)(=O)c1ccc(C)c(NC(=O)c2c(C)noc2C)c1 | 9%
Cc1cc(C)n(CCCNC(=O)C(C)(C)Oc2ccc(Cl)cc2)n1 | 4%
O=C(c1cc(Cl)ccc1Cl)N1CCN(Cc2ccccc2)CC1 | -1%
SMILES | L3MBTL1 block
O=C(COC(=O)COc1cc(Cl)c(Cl)cc1Cl)NC1CC1 | -1%
NC(=S)NN=Cc1ccc(-c2ccc(S(=O)(=O)Nc3ncccn3)cc2)o1 | 28µM*
COc1ccc(C2=NO[C@H]3C[C@](C(=O)NC(C)C)(S(=O)(=O)c4ccccc4)C[C@@H]23)cc1 | 2%
Cc1ccc(NC(=O)CN(C)C(=O)c2ccccn2)cc1 | 1%
O=C(CN1CCOCC1)Nc1ccc(Cl)cc1 | 2%[2.29 µM]
N#CCOC(=O)c1cc(S(=O)(=O)N2CCCCC2)ccc1N1CCOCC1 | 5%
O=C(c1cc(-c2ccc(Cl)cc2)nc2ccccc12)N1CCC1 | -2%
CCOc1ccc(C(=O)N2CCN(Cc3ccccc3)CC2)cc1OCC | 3%
Clc1ccc(Cl)c(OCCCCN2CCCCC2)c1 | 6%
O=[N+]([O-])c1ccccc1S(=O)(=O)N1CCN(c2ccccc2)CC1 | -28%
C/C(=N\NS(=O)(=O)c1ccc(Br)cc1)c1ccc(-n2ccnc2)cc1 | -7%
CCn1c(C(O)c2cc(OC)ccc2OC)nc2ccccc21 (configuration not stated) | -2%
CCCCCCCOc1ccc(C2CC(=O)N(C)C2=O)cc1 (configuration not stated) | 16%
O=C(Nc1cccc(S(=O)(=O)N2CCCCC2)c1)c1ccc(N2CCCC2=O)cc1 | 8%
C/C(=N\NC(=O)c1cc2c(s1)CCC(C)C2)c1ccc[nH]1 (configuration not stated) | -4%
CC(=O)NS(=O)(=O)c1ccc(NC(=O)c2ccc(S(=O)(=O)N3CCCC3)cc2)cc1 | 4%
Cc1cc(C)cc(NC(=O)CN2CCN(C(=O)c3cccs3)CC2)c1 | -2%
O=C(O)CSc1nnc(-c2ccc(Cl)cc2Cl)n1-c1ccccc1 | 3%
O=C(CN1C(=O)C2CCCCC2C1=O)Nc1ccc(OC(F)F)c(Cl)c1 (configuration not stated) | 3%
Cc1ccc(S(=O)(=O)N(C)C[C@@H]2Oc3c(NS(C)(=O)=O)cccc3C(=O)N([C@H](C)CO)C[C@@H]2C)cc1 | 1%
CCOC(=O)c1c(C)[nH]c(C(=O)OCC(=O)NCc2ccc(C)cc2)c1C | -3%
O=C(CCNS(=O)(=O)c1ccccc1F)N1CCN(S(=O)(=O)c2cccc(F)c2)CC1 | 3%
Cc1ccc(S(=O)(=O)N2CCCCC2)cc1NC(=O)CCN1C(=O)C2CC=CCC2C1=O (configuration not stated) | 1%
CCOc1cc(N2CCOCC2)c(OCC)cc1NC(=O)CSc1ncccc1C(=O)O | -18%
COc1ccc(CNc2ccc(N3CCOCC3)cc2)cc1 | -6%

Laid out differently: four of the compounds above
CCCCCCCOc1ccc(C2CC(=O)N(C)C2=O)cc1 (configuration not stated)
  L3MBTL1 block = 16%
CCOC(=O)c1c(C)[nH]c(C(=O)OCC(=O)NCc2ccc(C)cc2)c1C
  L3MBTL1 block = -3%
CCOc1ccc(C(=O)N2CCN(Cc3ccccc3)CC2)cc1OCC
  L3MBTL1 block = 3%
O=C(Nc1cccc(S(=O)(=O)N2CCCCC2)c1)c1ccc(N2CCCC2=O)cc1
  L3MBTL1 block = 8%

Some of the entries above, reformatted:
C/C(=N\NS(=O)(=O)c1ccc(Br)cc1)c1ccc(-n2ccnc2)cc1
  L3MBTL1 block: -7%

CCn1c(C(O)c2cc(OC)ccc2OC)nc2ccccc21 (configuration not stated)
  L3MBTL1 block: -2%

CCCCCCCOc1ccc(C2CC(=O)N(C)C2=O)cc1 (configuration not stated)
  L3MBTL1 block: 16%

O=C(Nc1cccc(S(=O)(=O)N2CCCCC2)c1)c1ccc(N2CCCC2=O)cc1
  L3MBTL1 block: 8%

Additional structures.
SMILES | L3MBTL1 block
C[C@H](CO)N1C[C@H](C)[C@H](CN(C)C(=O)Nc2ccc(F)cc2)Oc2c(NC(=O)c3ccc(-c4nccs4)cc3)cccc2C1=O | -6%
CC(C)(C)OC(=O)C1=C(CO)CS[C@@H]2[C@H](NC(=O)Cc3ccccc3)C(=O)N12 | 9%
CCN(c1ccccc1)S(=O)(=O)c1ccc(NN)nc1 | -12%
Cc1cc(C)nc(SCC(=O)N(C)CC(=O)Nc2ccccc2Br)n1 | 6%
O=c1c2ccccc2ncn1Cc1ccc2c(c1)OCO2 | -4%
C[C@H](CO)N1C[C@H](C)[C@@H](CN(C)S(=O)(=O)c2cn(C)cn2)Oc2ccc(NS(=O)(=O)c3ccccc3)cc2C1=O | 2%
COc1ccc(C(=O)Nc2ccncc2)cc1[N+](=O)[O-] | 7%
O=C(COc1ccccc1Cl)N1CCNC1=O | -1%
CC1(C)CCC[C@@]2(C)CC=C(C(=O)O)[C@@H]3C[C@]312 | -2%
Cn1nnnc1Sc1ncnc2scc(-c3ccc(Cl)cc3)c12 | -9%
CCc1cccc(C)c1NC(=O)CSc1n[nH]c(N)n1 | -5%
CC(NC(=O)COc1ccccc1)C(=O)NCc1ccc(S(N)(=O)=O)cc1 (configuration not stated) | 5%
COc1ccc(/C=C/c2c(-c3cccc(C)c3)oc3ccc(-c4ccc5c(c4)OCO5)cc23)cc1 | -8%
COc1ccc(C2/C(=C(/O)c3ccc(Br)cc3)C(=O)C(=O)N2C)cc1OC (configuration not stated) | 5%
O=C1COC(c2ccccc2)=CN1Cc1ccccc1 | 5%
CC(=O)c1ccc(OCC(=O)OCc2cc(-c3ccco3)on2)cc1 | -4%
CN(CC(=O)Nc1cccc(F)c1)C(=O)C1CCN(C(=O)c2ccc(Cl)cc2)CC1 | 4%
Cc1ccc(CSCC(=O)N(C)CC(=O)Nc2cccc(F)c2)cc1 | -4%
